# HGIII-sPLA2 inh: human group III sPLA2 inhibitors, primary screen, biochemical, QFRET, BODIPY PC-A2 liposome substrate. inhibition, % at 12.2 µM. AID 743126, 2013. Group 3 secretory phospholipase A2 (Homo sapiens), Q9NZ20. actives 0.56% (n = 370,000). QFRET BODIPY PC-A2 liposome hydrolysis, fluorescence;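 active = inhibition above mean plus 3 SD of compounds lying within the high and low control bounds, cut at about 19% in these data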;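 note: 0% = median of test compound wells and 100% = no enzyme DMSO wells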
# hcDAF12 agonist: H. contortus DAF-12 nuclear receptor activators, primary screen, cell-based, luminescence, HEK293, lit1-tk-luc reporter; AID 652067, 2013; activation, % at 6.8 µM; actives 1.4% (n = 370,000); HEK293 hcDAF-12 lit1-tk-luc reporter; 0% DMSO, 100% Δ7-dafachronic acid;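 active = activation above the mean of all tested compounds plus 3 SD, cut at about 5.5% in these data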;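 note: 100% = response to 3 µM Δ7-dafachronic acid high control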
# hgDAF-12 ag: H. glycines DAF-12 receptor agonists, primary screen, cell-based, luminescence, HEK293, GAL4 fusion, UAS-luciferase. activation, % at 6.8 µM. HEK293 GAL4-hgDAF12 UAS-luciferase reporter, agonist luminescence; normalized to butyrate control. actives 1.8% (n = 370,000). AID 687014, 2013;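 active = activation above a cutoff set at the mean of all screened compounds plus 3 SD, cut at about 10% in these data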;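 note: 0% = DMSO wells and 100% = sodium butyrate wells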
# DAX1 inh-1: DAX1 (NR0B1) inhibitors on StAR promoter, primary screen, cell-based, luminescence, SF-1 (NR5A1), full-length DAX-1 | HEK293T StAR-luciferase reporter, SF-1/DAX-1 repression relief | inhibition, % at 6.8 µM | actives 1.1% (n = 370,000) | AID 652010, 2013;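 active = inhibition above the mean over all tested compounds plus 3 SD, cut at about 3.6% in these data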;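 note: 0% = DAX-1 cells with DMSO and 100% = cells lacking DAX-1 with DMSO; higher inhibition means more luminescence from relief of DAX-1 repression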
# PLCb3 inh: human PLC-beta3 inhibitors, primary screen, biochemical, fluorescence; 1-phosphatidylinositol 4,5-bisphosphate phosphodiesterase beta-3 (Homo sapiens), Q01970; Purified PLC-beta3, fluorogenic substrate; inhibition, % at 12.2 µM; actives 0.18% (n = 370,000); in the data active = inhibition above about 11%;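 note: 0% = median of compound wells on plate and 100% = full blocker control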
# ssDAF12 agonist: S. stercoralis DAF-12 nuclear receptor activators, primary screen, cell-based, luminescence, HEK293, GRIP1 co-expression, lit1-tk-luc. Nuclear hormone receptor DAF-12 (Strongyloides stercoralis). HEK293 ssDAF-12/GRIP1 lit1-tk-luc reporter; % of 3 µM dafachronic acid response. activation, % at 6.8 µM. actives 1% (n = 370,000). AID 652126, 2013;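 active = activation above the mean over all tested compounds plus 3 SD, cut at about 0.9% in these data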;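 note: 0% = DMSO-only wells and 100% = 3 µM delta7-dafachronic acid wells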
# PLC-gamma1 inh: PLC-gamma1 enzyme inhibitors, primary screen, biochemical, fluorescence, purified enzyme | 1-phosphatidylinositol 4,5-bisphosphate phosphodiesterase gamma-1 (Homo sapiens), P19174 | inhibition, % at 12.2 µM | actives 0.84% (n = 370,000) | fluorogenic substrate; in the data active = inhibition above about 9.5%
# ADAM10 inh: human ADAM10 inhibitors, primary screen, biochemical, QFRET, HTS. actives 0.62% (n = 370,000). recombinant ADAM10, EDANS/DABCYL FRET peptide cleavage, 3 h. AID 720582, 2013. inhibition, % at 7 µM. Disintegrin and metalloproteinase domain-containing protein 10 (Homo sapiens), O14672;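 active = inhibition above a per-campaign cutoff equal to the mean of compounds falling between control-based bounds plus 3 SD, cut at about 20% in these data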;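 note: 0% = DMSO wells while the 100% control is not disclosed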
# ADAM17 inh: ADAM17 inhibitors, primary screen, biochemical, QFRET. inhibition, % at 6.95 µM. Disintegrin and metalloproteinase domain-containing protein 17 (Homo sapiens), P78536. recombinant ADAM17, EDANS/DABCYL FRET peptide cleavage. actives 0.83% (n = 370,000);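 active = inhibition above the mean of compounds lying between control limits plus 3 SD, set per campaign, cut at about 8.5% in these data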;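 note: 0% = DMSO-only wells as the low control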
# Target sequence (P78536 215-824 limits assumed): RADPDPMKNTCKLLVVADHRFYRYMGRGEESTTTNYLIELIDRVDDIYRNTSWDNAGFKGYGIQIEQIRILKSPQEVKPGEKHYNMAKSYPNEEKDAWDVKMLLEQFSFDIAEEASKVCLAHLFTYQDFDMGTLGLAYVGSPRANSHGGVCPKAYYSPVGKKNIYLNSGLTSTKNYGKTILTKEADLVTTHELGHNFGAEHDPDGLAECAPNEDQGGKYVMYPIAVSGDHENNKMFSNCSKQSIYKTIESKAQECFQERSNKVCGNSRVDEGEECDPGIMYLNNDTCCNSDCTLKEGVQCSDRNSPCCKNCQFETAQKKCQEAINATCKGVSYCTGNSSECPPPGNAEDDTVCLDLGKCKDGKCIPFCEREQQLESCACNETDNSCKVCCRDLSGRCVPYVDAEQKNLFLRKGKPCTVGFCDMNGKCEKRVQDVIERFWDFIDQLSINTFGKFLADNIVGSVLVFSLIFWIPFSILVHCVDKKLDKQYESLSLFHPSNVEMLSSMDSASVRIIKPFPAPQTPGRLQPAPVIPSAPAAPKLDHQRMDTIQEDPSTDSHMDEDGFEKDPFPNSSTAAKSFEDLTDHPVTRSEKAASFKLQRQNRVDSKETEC
# DAX1 inh-2: DAX1 (NR0B1) inhibitors, primary screen, cell-based, HEK293, Gal4-DAX1, luciferase luminescence. HEK293 Gal4-DAX1 luciferase reporter. inhibition, % at 6.75 µM. actives 0.99% (n = 340,000). AID 504766, 2011;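 active = inhibition above the mean over all tested compounds plus 3 SD, cut at about 4.2% in these data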;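 note: 0% = DAX1-transfected cells with DMSO and 100% = empty-vector control cells with DMSO; inhibition shows as a rise in luminescence from relieved DAX1 repression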
# Target sequence (P51843 207-470 limits assumed): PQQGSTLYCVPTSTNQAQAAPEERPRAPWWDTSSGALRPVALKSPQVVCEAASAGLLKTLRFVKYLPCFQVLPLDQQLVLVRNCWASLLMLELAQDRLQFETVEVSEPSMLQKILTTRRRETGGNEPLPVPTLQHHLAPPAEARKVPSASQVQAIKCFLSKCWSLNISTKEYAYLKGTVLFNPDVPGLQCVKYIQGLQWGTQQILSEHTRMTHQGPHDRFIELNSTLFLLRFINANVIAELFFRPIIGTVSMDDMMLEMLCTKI
# FXN GAA850 act: FXN promoter activators, primary screen, cell-based, luciferase luminescence, HEK293 lucGAA850; HEK293 lucGAA850 FXN promoter luciferase reporter, 24 h; percent of 10 µM SAHA response; activation, % at 6 µM; actives 0.56% (n = 360,000);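 active = activation above the average of all compounds screened plus 3 SD, cutoff fixed separately per campaign, cut at about 7.5% in these data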;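 note: 0% = DMSO wells and 100% = 10 µM SAHA wells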
# The depositor's hits bear a star; · = not tested or not shown.
SMILES,HGIII-sPLA2 inh,hcDAF12 agonist,hgDAF-12 ag,DAX1 inh-1,PLCb3 inh,ssDAF12 agonist,PLC-gamma1 inh,ADAM10 inh,ADAM17 inh,DAX1 inh-2,FXN GAA850 act
Cc1cccc(C(=O)N/N=C/c2ccc(OC3CSC3)cc2)c1,16,0.7,3.3,0.7,-2,-1.8,0,1,-2,1.2,1.8
CC(=O)NC(Cc1ccccc1)C(=O)NC1CCN(c2ncccc2[N+](=O)[O-])CC1 (stereo unspecified),14,1.3,-3.7,-0.2,1,-1.2,-8,2,-3,0.2,-0.5
O=C1OC(N2C(=O)CC[C@H]2C(=O)Nc2ccc3c(c2)OCO3)c2ccccc21 (stereo partly specified),0,1.1,-0.7,0.4,4,-0.5,2,-5,-2,1.9,3.3
O=C(Nc1ccccc1F)O[C@@H]1CC[C@@]23CCCN2C(=O)CCC[C@H]3C1,-1,1.4,0.5,·,1,-1.1,-4,-2,-1,·,·
CCN(CC)c1nc(N)c2c(N)n(-c3ccccc3C)c(=S)c(C#N)c2c1C#N,-61,-0.5,-1.4,0.9,-32,-1.2,-24,13,6,0.3,3.4
O=C(N/N=C/c1ccccn1)c1cccc(S(=O)(=O)N2CCCC2)c1,1,-0.1,0.1,0.1,-9,-1.6,-1,1,-6,2.5,0.1
CCCOc1ccc(-c2cc3onc(-c4ccccc4)c3c(=O)n2C)cc1,6,2.7,5.4,2.4,1,-0.7,0,5,-4,0.8,1.0
O=C(CCCN1C(=O)/C(=C/c2cccs2)SC1=S)Nc1cc([N+](=O)[O-])ccc1O,5,-0.1,0.2,-0.6,-9,-1.4,7,-10,6,1.1,0.6
CCCCn1c(N)c(N(CC(C)C)C(=O)C2CSC3(C)CCC(=O)N23)c(=O)[nH]c1=O (stereo unspecified),6,-1.3,-0.6,-0.6,0,-0.7,7,-11,2,-0.1,-0.9
Cc1ccccc1NC(=O)/C(C#N)=C/c1ccccc1C(F)(F)F,-11,-0.9,-0.6,-0.4,5,-0.9,-1,2,-1,-0.1,2.3
O=C(c1nc2ccccn2c1CNCCn1ccc2ccccc21)N1CCOCC1,-16,0.8,0.1,-1.0,-57,-1.0,-28,-1,0,-0.2,1.7
c1ccc(Cc2ccc(OCCN3CCOCC3)cc2)cc1,-3,-1.2,2.4,0.2,-6,-1.4,0,4,-5,0.8,2.4
CCOc1cc(S(=O)(=O)N2CCN(C(=O)c3ccco3)CC2)ccc1F,-2,-2.9,1.6,-0.2,-5,-1.1,2,7,3,0.2,1.4
CCOC(=O)CCC(=O)N1CCOCCN(C(=O)CCC(=O)OCC)CCOCC1,2,0.2,1.5,-0.3,2,-1.6,-2,-2,-3,1.4,-1.5
COc1cc(-n2c(=O)c3ccccc3n(CC(=O)c3ccc(Br)cc3)c2=O)cc(OC)c1OC,14,-0.3,-4.2,-0.2,-8,-0.7,2,2,-5,5.4*,0.9
COc1cccc(-c2nnc(N)o2)c1,-2,1.0,0.9,0.7,0,-1.0,1,8,-3,0.0,2.3
O=C(/C=C/c1ccccc1)N(c1ccccn1)C1CCCCC1,0,-1.1,-2.5,-0.7,0,-1.4,0,4,2,-0.7,0.4
CCn1c(/C=C/Nc2ccccc2)[n+](CC)c2ccc(Cl)cc21,15,-1.9,-1.0,-0.3,2,-1.3,0,0,7,1.1,1.5
COc1ccc(S(=O)(=O)N(C(=O)c2ccncc2)c2ccc3oc4c(c3c2)CCCC4)cc1,-8,1.3,-2.1,-0.4,-3,-2.2,-2,10,3,-1.0,0.1
Cc1ccc(N2CC(O)CSC2=Nc2ccccc2)cc1 (stereo unspecified),-7,2.4,-3.5,-1.6,2,-0.6,1,4,0,0.0,-3.4
N=C1C(c2ccccc2)=C(O)CN1NC(=O)c1ccc(Cl)cc1,7,-1.1,3.1,0.1,4,-1.8,3,6,-1,1.6,2.4
CCOc1ccc(C(C)=O)cc1NC(=O)/C=C\C(=O)O,6,-0.4,-3.1,-0.6,-11,-2.1,-10,1,-2,0.3,-0.1
Cc1nc2ccc(NC(=O)CCC3CCCC3)cc2s1,4,2.3,7.7,1.2,-12,-0.2,-4,13,-2,0.1,2.6
CCn1c2ccccc2c2cc(NC(=O)CCCN3C(=O)CCC3=O)ccc21,-14,0.3,2.5,-0.6,-3,-0.7,-2,-11,-4,0.3,-0.3
Cc1cc(C)n(-c2nc3ccccc3nc2Nc2ccc(CC(=O)O)cc2)n1,-12,2.2,-0.4,-1.7,-65,-1.3,-50,-5,0,0.3,-0.2
SMILES,HGIII-sPLA2 inh,hcDAF12 agonist,hgDAF-12 ag,DAX1 inh-1,PLCb3 inh,ssDAF12 agonist,PLC-gamma1 inh,ADAM10 inh,ADAM17 inh,DAX1 inh-2,FXN GAA850 act
CO[C@H]1C=CO[C@@]2(C)Oc3c(C)c(O)c4c(O)c(c(C=NN5CCN(C)CC5)c(O)c4c3C2=O)NC(=O)C(C)=CC=C[C@H](C)[C@H](O)[C@@H](C)[C@@H](O)[C@@H](C)[C@H](OC(C)=O)[C@@H]1C,-9,-0.9,-1.9,-0.5,-42,-0.6,-30,0,-3,-0.8,0.2
COc1cccc(Nc2nc(C(N)CO)cs2)n1 (stereo unspecified),21*,-0.7,0.6,-0.3,-2,-1.3,-5,-17,-7,·,0.1
Nc1ccccc1C(=O)NNc1ncc(C(F)(F)F)cc1Cl,9,-0.2,0.7,-0.5,-278,-1.5,-216,-436,-111,0.8,-2.4
O=C(COC(=O)c1ccc(F)cc1F)NC1CC1,0,0.3,4.2,-0.3,4,-1.5,4,13,1,-1.5,0.8
COc1ccc(-c2nc3cc([N+](=O)[O-])ccc3o2)cc1OC,-1,-0.6,-1.9,1.1,-8,-2.0,-4,-9,-6,0.3,2.7
CCN(CC)c1ccc(/C=N/N2CCN(Cc3cccc4ccccc34)CC2)c(O)c1,-3,-1.2,2.1,0.6,-14,-1.5,-7,-8,-3,-0.2,-2.3
Cc1cccn2c(=O)c(/C=C(\C#N)C(=O)NC3CCS(=O)(=O)C3)c(Oc3ccccc3Cl)nc12 (stereo unspecified),-2,0.5,-0.7,-0.7,-123,-0.1,-45,-216,-68,-0.5,3.6
O=C(O)[C@H]1CCCC[C@H]1C(=O)Nc1ccc(S(=O)(=O)N2CCOCC2)cc1,5,0.1,0.6,0.0,2,-0.5,0,5,0,0.9,0.4
COC(=O)c1cc(S(=O)(=O)NCC2CCN(Cc3ccc(Cl)cc3)CC2)c[nH]1,-22,-1.0,0.8,-0.3,-7,-1.3,-3,-1,0,0.1,-0.7
CC(NC(=O)CSc1nc(=O)cc(N)n1-c1ccccc1)c1ccccc1 (stereo unspecified),-3,-1.9,-0.8,0.6,2,-1.3,0,2,1,-0.9,2.1
C[C@H]1C=C(C(=O)O)O[C@@H](OCc2ccc(CO)cc2)C1,7,-1.4,-3.4,0.1,0,-1.2,5,0,-3,0.9,-0.3
COc1ccc(/C=C/C(=O)OCC(=O)N2CCCCCC2)cc1OC,10,-2.4,2.9,-0.3,-65,-1.2,-51,-165,-45,-0.8,0.7
O=C(Nc1ccc2c(c1)C(=O)N(c1ccccc1)C2=O)c1cccs1,0,-0.8,-2.0,0.4,-5,-1.5,1,-6,-2,0.1,-1.2
COC(=O)c1ccccc1OC(=O)c1ccc(Br)o1,6,0.9,0.4,-0.3,-1,-0.9,-1,5,-4,-0.6,0.5
CN(CC(=O)Nc1ccccc1Cl)C(=O)Cn1cnc2ccccc2c1=O,0,-2.0,-0.9,-1.1,-3,-0.5,-3,-8,-4,-1.3,-1.6
CC(C)C(NC(=O)c1c(F)cccc1F)C(=O)N1CCN(S(=O)(=O)c2ccc(F)cc2)CC1 (stereo unspecified),2,-1.6,0.0,-0.4,-2,-1.1,3,3,1,1.2,0.2
N/C(=N\NC(=O)c1sccc1OCc1ccc(Cl)cc1Cl)c1ccccn1,15,-0.7,4.9,-1.3,6,-1.2,0,-7,2,0.8,-1.1
O=C(Cn1c(-c2ccccn2)nc2ccccc21)N/N=C/c1ccccn1,-10,0.7,4.5,-0.1,1,-2.1,0,-7,-2,-1.2,0.5
COCc1cc(NCc2ccc(Cl)cc2)nc(C)n1,-1,1.1,-3.4,0.0,-1,-1.4,5,12,1,1.0,0.7
O=C1CCCc2nc3c(cc21)C(O)Oc1c-3ccc2ccccc12 (stereo unspecified),-6,2.3,12*,2.1,-476,-0.9,-323,-25,-9,1.3,1.2
COc1ccc(N(CC(=O)NC2CCCC2)C(=O)Cn2nnc(-c3ccc(F)cc3)n2)cc1,0,-1.8,-2.5,-0.1,-5,-1.7,-3,3,-1,-1.7,1.0
O=C(COC(=O)c1ccccn1)NC12CC3CC(CC(C3)C1)C2,1,-0.2,-1.7,-0.2,1,-1.5,2,6,-1,-0.8,2.0

# Look-ups from above.
# For ADAM17 inh, O=C(O)[C@H]1CCCC[C@H]1C(=O)Nc1ccc(S(=O)(=O)N2CCOCC2)cc1 reads 0
# For FXN GAA850 act, O=C1CCCc2nc3c(cc21)C(O)Oc1c-3ccc2ccccc12 (stereo unspecified) reads 1.2
# For DAX1 inh-2, Nc1ccccc1C(=O)NNc1ncc(C(F)(F)F)cc1Cl reads 0.8
# For PLC-gamma1 inh, COC(=O)c1ccccc1OC(=O)c1ccc(Br)o1 reads -1

# Pulled by structure from the entries so far, 2 records:
SMILES,HGIII-sPLA2 inh,hcDAF12 agonist,hgDAF-12 ag,DAX1 inh-1,PLCb3 inh,ssDAF12 agonist,PLC-gamma1 inh,ADAM10 inh,ADAM17 inh,DAX1 inh-2,FXN GAA850 act
CCn1c2ccccc2c2cc(NC(=O)CCCN3C(=O)CCC3=O)ccc21,-14,0.3,2.5,-0.6,-3,-0.7,-2,-11,-4,0.3,-0.3
CO[C@H]1C=CO[C@@]2(C)Oc3c(C)c(O)c4c(O)c(c(C=NN5CCN(C)CC5)c(O)c4c3C2=O)NC(=O)C(C)=CC=C[C@H](C)[C@H](O)[C@@H](C)[C@@H](O)[C@@H](C)[C@H](OC(C)=O)[C@@H]1C,-9,-0.9,-1.9,-0.5,-42,-0.6,-30,0,-3,-0.8,0.2

# Compound activity from PubChem.

# Hits appear at their usual frequency; overall some 6.9% were active at least once.
